# Screening results (PubChem BioAssay)
# MLL CXXC-DNA inh – MLL CXXC-DNA interaction inhibition | MLL-CXXC / FITC-HOXA9 DNA fluorescence polarization | AID 2662 | hit rate 0.037% among 290,000 | Q03164 | Potency, µM (top dose mostly 115 µM), without a hit: top-dose activity change, negative = inhibition, most hits filed as inhibitors; active = well fitted inhibition curve with a large enough effect in the polarisation, with a control signal flat, not every such curve was filed as active; inconclusive = small, poorly fitted or top-dose-only effect, or effect the other way, or a change in a side signal; inactive = no such curve, though single readings can be large or run the other way; the % refers to the polarisation; also: potency is read from the fitted curve at half-maximal effect
#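 Fluorescence polarization: 7 uM MLL-CXXC (stock) preincubated 5 min with compounds, then 50 nM fluorescein-HOX-A9 DNA (stock) added; 30 min ambient. Buffer 50 mM Tris-HCl pH 7.5, 50 mM NaCl, 1 mM DTT, 0.05% BSA.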
# GALK inhibitor – galactokinase (human) inhibition; P51570; Purified GALK, Kinase-Glo residual ATP luminescence; Potency, µM (top dose mostly 57.5 µM), for the others: at the highest dose activity change, negative = inhibition, actives largely listed as inhibitors; hit rate 0.007% among 270,000; AID 1868; also: potency is read from the fitted curve at half-maximal effect; % is scaled to controls: 0 for no effect and ±100 for the full control effect
#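 GALK at 5 nM final was combined with compound, 35 uM ATP and 100 uM galactose in HEPES pH8.0 with MgCl2 and DTT. The reaction ran one hour at room temperature before luminescent ATP detection.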
# AT treatment – potential ataxia-telangiectasia treatment; […] A-T fibroblasts, KAP-1 phosphorylation AlphaLISA; neocarzinostatin DNA damage 30 min before lysis; Potency, µM (doses to about 57.5 µM), for inactives: at the highest dose activation, usual class: activators; hit rate 0.19% among 320,000; also: potency is read from the fitted curve at half-maximal effect; % of control where 0% means no effect; nearly all actives have a fitted effect of over 45% in size
#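 ATM-like activity read as KAP-1 phosphorylation via AlphaLISA donor/acceptor antibody pairs after lysis and 6 hr at 25C. Cells were ATM-null patient fibroblasts ([…], hTERT), dosed 60 min, then exposed to the DSB inducer NCS for 30 min.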
# KCNH2 WT inh – KCNH2 (human, wildtype) channel inhibition. U2OS, BacMam KCNH2, thallium flux FluxOr; active compounds read low. activity change, % at 1.84 µM. hit rate 0.37% among 340,000;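 active = maximum activity change below -70%; inconclusive = maximum activity change between -70% and -50%; inactive = maximum activity change above -50%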; also: % is scaled to controls: 0 for no effect and ±100 for the full control effect
#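 U2OS cells were transduced with wild-type KCNH2 virus (2.03 x 10^8 / mL) for 4 h at room temperature, then cultured overnight at 37 C. Thallium flux was read with FluxOr dye. Rate constants were normalized to DMSO controls.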
# Coupling enz – coupling enzyme interference in Giardia aldolase counter-screen; activity change, negative = inhibition, % at 58.2 µM, hits read low; AID 2472; coupling enzyme system counterscreen, AmpLite Red fluorescence; hit rate 0.67% among 290,000; in the data active = activity change below about -30%; also: % is scaled to controls: 0 for no effect and ±100 for the full control effect
#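 Activity here indicates interference with the coupling reaction, not aldolase inhibition. Compounds at 57.5 uM final met coupling enzymes for 10 min at RT; substrate and AmpLite Red detection followed, with a 525/598 nm fluorescence read after 20 min.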
# TRPV1 ag – agonists of human vanilloid receptor 1 (TRPV1); Q8NER1; activation, % at 8.33 µM; TRPV1-expressing cells, Fluo-8 calcium influx, agonist mode; hit rate 0.19% among 320,000; AID 540275; in the data active = activation above about 80%; inconclusive = between about 30% and that limit; also: 0% is about no effect
#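 Fluo-8 calcium influx in TRPV1-expressing cells, kinetic read (ex 480/em 520 nm). Compound added and read 3 min for agonist activity, followed by capsaicin at EC20 final and 2 min further read for enhancement.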
# KCNH2 3.1 block – KCNH2 3.1 (human) potassium channel inhibition; U2OS KCNH2 3.1, thallium flux FluxOr; active compounds read low; activity change, % (tested at about 1.8 µM); hit rate 0.95% among 340,000;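 active = maximum activity change below -70%; inconclusive = maximum activity change from -70% to -50%; inactive = maximum activity change above -50%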;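 also: thallium influx rate constant from kinetic fluorescence after stimulation buffer; % is scaled to controls: 0 for no effect and ±100 for the full control effect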
#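 Channel expression came from 3.1 mutant virus (1.77 x 10^8 /mL) applied to suspended U2OS cells for 4 h. Flux was tracked with FluxOr dye plus Red40 quencher, and kinetic rate constants normalized to controls.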
# MBNL1 CUG block – inhibitors of human MBNL1 binding to CUG repeat RNA | Q9NR56 | TR-FRET MBNL1-His/biotin-(CUG)12 binding, 665/545 ratio | Potency, µM (top dose mostly 57.5 µM), without a hit: top-dose activity change, negative = inhibition, usual class: inhibitors | hit rate 0.036% among 280,000; active = well fitted inhibition curve with a large enough effect in the signal ratio, with a control signal flat, not every such curve was filed as active; inconclusive = small, poorly fitted or top-dose-only effect, or effect the other way, or a change in a side signal; inactive = no such curve, though single readings can be large or run the other way; the % refers to the signal ratio; also: potency is read from the fitted curve at half-maximal effect; % is scaled to controls: 0 for no effect and ±100 for the full control effect
# Target sequence (Q9NR56 whole entry, looked up): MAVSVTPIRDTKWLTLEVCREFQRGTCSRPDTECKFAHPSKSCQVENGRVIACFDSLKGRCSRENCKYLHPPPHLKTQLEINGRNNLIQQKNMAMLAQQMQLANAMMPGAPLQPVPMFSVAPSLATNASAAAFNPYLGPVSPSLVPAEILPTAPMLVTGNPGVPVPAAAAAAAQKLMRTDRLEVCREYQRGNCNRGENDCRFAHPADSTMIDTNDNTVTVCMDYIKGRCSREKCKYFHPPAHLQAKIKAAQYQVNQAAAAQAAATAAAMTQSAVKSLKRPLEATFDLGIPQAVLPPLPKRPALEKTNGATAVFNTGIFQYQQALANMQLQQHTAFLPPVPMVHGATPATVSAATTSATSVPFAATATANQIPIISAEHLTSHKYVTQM
#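 MBNL1-His + Biotin-(CUG)12, cpd titration 92 nM–58 uM; Tb anti-His Ab 0.055 ng/ul, SA-XL665 5 nM (final); 60 min RT; ratiometric 665/545 nm, Ex 340 nm; normalized to buffer and full-complex controls.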
# a7 integrin act – activators of alpha7 integrin expression for muscular dystrophy; alpha7betagal myoblasts, beta-gal FDG fluorescence, 48 h; Potency, µM (highest dose often 38.3 µM), inactives show at the highest dose activation, actives largely listed as activators; hit rate 0.064% among 350,000; AID 624291;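 also: potency is read from the fitted curve at half-maximal effect; 100% = response of the positive control SU9516; nearly all actives have a fitted effect of over 60% in size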
#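 alpha7betagal+/- myoblasts (passage 13, 250/well) treated 48 h at 37C with compounds at 1:260 dilution of DMSO stock. Lysed, then beta-galactosidase activity read as FDG fluorescence (ex 480/em 540) after 30 min, with pre-read for autofluorescence.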
# S-ASM inh – inhibitors of human secretory acid sphingomyelinase; placental ASM, HMU-PC fluorogenic substrate, 60 min; P17405; hit rate 0.006% among 340,000; Potency, µM (doses to about 57.5 µM), inactives show top-dose activity change, negative = inhibition, most hits filed as inhibitors; also: potency is read from the fitted curve at half-maximal effect
# Target sequence (P17405 47-631 limits assumed): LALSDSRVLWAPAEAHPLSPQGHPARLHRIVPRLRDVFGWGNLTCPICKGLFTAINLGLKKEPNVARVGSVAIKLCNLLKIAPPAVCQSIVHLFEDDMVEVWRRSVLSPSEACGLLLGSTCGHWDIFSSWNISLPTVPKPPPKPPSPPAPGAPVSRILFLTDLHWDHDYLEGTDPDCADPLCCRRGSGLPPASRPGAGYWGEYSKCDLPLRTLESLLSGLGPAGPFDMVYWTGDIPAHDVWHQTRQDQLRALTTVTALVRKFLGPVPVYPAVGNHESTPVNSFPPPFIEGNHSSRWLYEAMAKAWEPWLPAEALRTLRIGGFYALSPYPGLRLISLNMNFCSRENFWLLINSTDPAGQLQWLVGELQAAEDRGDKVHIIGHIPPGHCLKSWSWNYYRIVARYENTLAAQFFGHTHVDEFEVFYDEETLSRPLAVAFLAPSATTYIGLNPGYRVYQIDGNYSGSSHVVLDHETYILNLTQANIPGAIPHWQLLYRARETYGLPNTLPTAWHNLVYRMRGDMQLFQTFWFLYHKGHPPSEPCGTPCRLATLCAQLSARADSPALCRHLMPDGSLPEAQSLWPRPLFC
#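 qHTS format. ASM enzyme prepared from human placenta hydrolyses the fluorogenic substrate HMU-PC0 (9 uM final) over 60 min at 37 °C after a 10 min compound preincubation.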
# * = called active by the depositor; ? = inconclusive; . = not tested or not shown; [ ] = dose if it differs, or a comment. Unless noted, calls follow the shape of the dose curve; as a rule, active = well fitted curve in the direction sought with a large enough effect; inconclusive = small, poorly fitted or top-dose-only effect, or another doubt; inactive = no such curve, though single readings can be large; an effect the other way counts as inactive or inconclusive.
structure	GALK inhibitor	a7 integrin act	MLL CXXC-DNA inh	AT treatment	KCNH2 3.1 block	S-ASM inh	MBNL1 CUG block	Coupling enz	KCNH2 WT inh	TRPV1 ag
O=[N+]([O-])c1ccc(O)c(Nc2ncnc3ccc(Br)cc23)c1	-4.8%	0.0%	2.9%	-2.0%	5.1	-1.1%	8.2%	0.0	-13.3	-1.1
O=C(NCc1ccc2c(c1)OCO2)c1cc(-c2ccccn2)nc2ccccc12	5.0%	8.7%	1.5%	3.8%	?	-5.5%	19.2%	-0.5	3.1	5.9
CCCc1cc(C(=O)Nc2cccnc2Cl)no1	-0.3%	8.4%	1.2%	4.4%	-0.7	3.9%	-0.1%	0.9	-6.9	19.7
COc1cc(C2C3=C(COC3=O)Oc3cc4c(cc32)OCO4)cc(OC)c1OC (stereo not given)	.	11.3%	.	.	-13.4	-1.3%	.	.	29.9	.
Cc1ccccc1NC(=S)NCC(c1cccnc1)N(C)C (stereo not given)	-2.0%	-12.6%	13.8%	-2.0%	-17.7	4.9%	-5.8%	0.5	-2.9	4.4
CCCOc1ccc(C2c3c(oc4ccccc4c3=O)C(=O)N2CCN(CC)CC)cc1OC (stereo not given)	1.2%	27.0%	-3.6%	-2.7%	7.7	0.4%	10.1%	1.1	-1.2	5.8
NC(=O)C1C(=O)c2ccccc2C1(C[N+](=O)[O-])c1ccccc1 (stereo not given)	.	-9.0%	.	.	12.8	-3.0%	.	.	1.8	.
Cc1ccc(COCCN2CCN(S(=O)(=O)c3ccccc3)CCC2=O)cc1	-0.4%	-7.3%	-15.2%	?	7.0	1.8%	-2.4%	10.4	5.2	17.5
CCSc1nnc(-c2cc(Br)ccc2NC(C)=O)c(=O)[nH]1	-0.7%	15.0%	8.1%	3.4%	-5.6	0.7%	-5.5%	-0.5	-6.6	1.1
C=C(C)CCC1(C)NC(=O)N(c2ccccc2)N1 (stereo not given)	-2.5%	0.2%	7.3%	-0.9%	-2.4	-1.1%	.	0.2	1.4	.
Cc1nnc(-c2ccc(Oc3ccc(Cl)cc3)c([N+](=O)[O-])c2)o1	3.9%	-32.3%	-4.7%	1.6%	-9.7	-4.7%	?	1.9	-0.4	4.1
CC(C)Cn1c(=O)c2c(nc3n2CCS3)n(C)c1=O	-2.6%	-4.1%	-2.3%	-0.7%	-3.9	-0.3%	-10.9%	1.7	29.6	-2.8
CCn1c2ccccc2c2nnc(SCc3cc(=O)n4ccsc4n3)nc21	4.5%	.	2.1%	3.8%	.	.	1.7%	1.4	.	0.3
Cc1cccc(-c2noc(-c3ccc(F)cc3)n2)c1	-2.0%	5.6%	-4.6%	5.1%	3.8	-1.6%	-0.2%	2.3	3.7	4.7
CCN1CCN(c2ccc(S(=O)(=O)N3CCCCC3)cc2NC(=O)c2cc3ccccc3o2)CC1	.	-11.0%	.	-5.8%	-38.6	2.3%	.	.	-27.4	-1.5
CSc1nc(O)cc(=O)n1-c1ccc(F)cc1	1.2%	14.8%	-3.1%	-0.8%	6.7	0.8%	0.4%	0.9	-3.6	-1.8
COc1ccccc1N(CC(=O)NC(C)(C)C)C(=O)C1CSC(=O)C1 (stereo not given)	0.2%	-12.8%	16.1%	.	-8.5	-0.1%	6.2%	1.6	9.7	-0.4
O=[N+]([O-])c1ccc(O)c(/C=N\N=C2c3ccccc3-c3ccccc32)c1	-1.4%	-15.2%	3.8%	15.4%	4.4	-24.2%	.	2.9	-3.4	2.3
O=C(NNC(=O)c1ccc2ccccc2c1O)c1ccccc1Cl	2.1%	-8.5%	5.6%	-11.6%	-8.3	6.6%	2.4%	9.2	6.2	1.1
CCOC(=O)C1CCN(C(=O)CSCc2nc(-c3ccc(OCC)cc3)oc2C)CC1	1.5%	-35.6%	-6.3%	8.2%	-4.3	-5.3%	0.5%	2.6	-0.8	12.5

# An excerpt from above in order of their number in a7 integrin act, rising:
Compound,GALK inhibitor,a7 integrin act,MLL CXXC-DNA inh,S-ASM inh,TRPV1 ag
CCN1CCN(c2ccc(S(=O)(=O)N3CCCCC3)cc2NC(=O)c2cc3ccccc3o2)CC1,.,-11.0%,.,2.3%,-1.5
O=C(NNC(=O)c1ccc2ccccc2c1O)c1ccccc1Cl,2.1%,-8.5%,5.6%,6.6%,1.1
Cc1cccc(-c2noc(-c3ccc(F)cc3)n2)c1,-2.0%,5.6%,-4.6%,-1.6%,4.7
CSc1nc(O)cc(=O)n1-c1ccc(F)cc1,1.2%,14.8%,-3.1%,0.8%,-1.8

# Whole records, quoted from the list. Values in the order: GALK inhibitor, a7 integrin act, MLL CXXC-DNA inh, AT treatment, KCNH2 3.1 block, S-ASM inh, MBNL1 CUG block, Coupling enz, KCNH2 WT inh, TRPV1 ag
# Record of CCOC(=O)C1CCN(C(=O)CSCc2nc(-c3ccc(OCC)cc3)oc2C)CC1 = 1.5%, -35.6%, -6.3%, 8.2%, -4.3, -5.3%, 0.5%, 2.6, -0.8, 12.5
# Record of CC(C)Cn1c(=O)c2c(nc3n2CCS3)n(C)c1=O = -2.6%, -4.1%, -2.3%, -0.7%, -3.9, -0.3%, -10.9%, 1.7, 29.6, -2.8

# Remaining list, next part.
structure	GALK inhibitor	a7 integrin act	MLL CXXC-DNA inh	AT treatment	KCNH2 3.1 block	S-ASM inh	MBNL1 CUG block	Coupling enz	KCNH2 WT inh	TRPV1 ag
S=C(NCc1ccco1)N1CCN(c2ccccn2)CC1	-1.0%	14.1%	20.1%	-6.0%	1.7	5.2%	2.5%	-2.2	4.5	2.7
CC(C)(C)NC(=O)C(c1ccc(F)cc1)N(CC1CCCO1)C(=O)CCC(=O)Nc1ccccn1 (stereo not given)	-1.8%	1.3%	3.5%	-0.6%	11.3	-1.3%	-0.3%	-0.4	12.3	0.6
Cc1cc(NC(=O)CSc2ccc(Cl)cc2)no1	-0.7%	0.5%[7.66 µM]	0.4%	3.8%	7.3	0.4%	3.1%	5.8	1.7	-8.3
O=S(=O)(c1ccc(Cl)cc1)N1CCC(N2CCCCCC2)CC1	0.0%	1.7%	0.2%	0.5%	-1.0	1.2%	0.3%	0.1	48.5	-5.9
O=C(Nc1ccc(Nc2ccccc2)cc1)c1cccc(F)c1	-0.6%	-34.4%	-0.8%	15.4%	-4.7	-5.1%	-0.7%	1.3	-6.0	?
O=C(COc1ccc2c3c(c(=O)oc2c1)CCC3)N[C@@H](Cc1ccccc1)C(=O)O	.	1.0%	-0.6%	1.4%	11.5	16.0%	8.1%	4.8	-3.6	-1.2
CCOC(=O)c1ccccc1NC(=O)COC(=O)C1CCCC1	.	-7.5%	.	-2.1%	10.7	-0.7%	.	.	-103.7*	-2.8
Cc1ccc(-c2nnc(C)c(N3CCOCC3)n2)cc1	0.0%	9.6%	8.6%	1.9%	-16.2	-2.7%	-3.5%	4.0	3.9	?
C=CCCCCCCCCC(=O)Nc1ncccn1	-2.6%	-13.5%	-0.1%	11.5%	-3.0	0.9%	-9.8%	-1.0	-4.5	6.0
CN(C)CCCNC(NC(=O)c1cccs1)C(Cl)(Cl)Cl (stereo not given)	-2.7%	4.3%	1.3%	7.1%	-0.5	8.7%	3.4%	1.2	7.2	-1.3
O=C(c1csc2c1CCCC2)N1CCN(c2cccc(C(F)(F)F)c2)CC1	-1.9%	-32.9%	-4.8%	-2.8%	-14.6	-8.1%	-3.0%	-0.5	-0.7	8.3
CS(=O)(=O)N(CC(=O)N1CCc2ccccc2C1)c1ccc(Cl)cc1F	-5.2%	3.4%	-12.0%	-9.1%	-2.6	-0.3%	-1.1%	0.4	-1.9	17.3
CN1CCN(S(=O)(=O)c2cccc(C(=O)Nc3ccccc3N3CCOCC3)c2)CC1	8.9%	?	0.6%	2.2%	2.3	-0.5%	-0.6%	1.6	-12.3	0.4
CCOc1cc(S(=O)(=O)Nc2cc(C)cc(C)c2)ccc1Cl	-3.0%	?	9.2%	-1.7%	9.2	-1.1%	0.5%	-0.4	3.2	-1.4
COc1ccc2nc(C)c3c(c2c1)OC(C(C)(Cl)Br)C3 (stereo not given)	-3.4%	36.4%	2.4%	1.1%	9.3	2.2%	6.1%	-0.7	19.3	?
Cc1nn(-c2ccccc2)c(N2CCCC2)c1/C=N/NC(=S)Nc1ccc(F)cc1	.	3.3%	.	.	-15.7	-4.5%	.	.	8.2	.
CCOc1ccc(S(=O)(=O)N2CCN(C(=O)c3cc(S(=O)(=O)N4CCOCC4)ccc3C)CC2)cc1	.	5.5%	.	0.2%	8.0	-1.2%	.	.	-5.6	1.9
N/C(Cc1ccc(Cl)cc1Cl)=N\OC(=O)c1ccc(Br)o1	1.0%	-23.3%	13.3%	21.1%	-7.1	-0.2%	0.9%	1.4	4.2	29.8
Cn1nc(C(=O)OCC(=O)Nc2ccc3ccccc3c2)c2ccccc2c1=O	-1.9%	12.6%	1.0%	-8.7%	-0.2	?	-0.7%	-0.1	5.3	-2.4
